OX1R antag: OX1R (HCRTR1) antagonists, primary screen, fluorescence, CHO/OX1R cells, Fluo-8 calcium, orexin A | Orexin/Hypocretin receptor type 1 (Homo sapiens), O43613 | 0.43% of 330,000 active | Fluo-8 calcium fluorescence | inhibition, % at 5 µM;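 active = inhibition above its plate's threshold, mean inhibition of all tested compounds on the plate plus 3 SD, cut at about 37% in these data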;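 also: 0% = orexin A challenge wells and 100% = SB-334867-A antagonist wells; not every result past the cut was called active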
Target sequence (O43613 whole entry, looked up): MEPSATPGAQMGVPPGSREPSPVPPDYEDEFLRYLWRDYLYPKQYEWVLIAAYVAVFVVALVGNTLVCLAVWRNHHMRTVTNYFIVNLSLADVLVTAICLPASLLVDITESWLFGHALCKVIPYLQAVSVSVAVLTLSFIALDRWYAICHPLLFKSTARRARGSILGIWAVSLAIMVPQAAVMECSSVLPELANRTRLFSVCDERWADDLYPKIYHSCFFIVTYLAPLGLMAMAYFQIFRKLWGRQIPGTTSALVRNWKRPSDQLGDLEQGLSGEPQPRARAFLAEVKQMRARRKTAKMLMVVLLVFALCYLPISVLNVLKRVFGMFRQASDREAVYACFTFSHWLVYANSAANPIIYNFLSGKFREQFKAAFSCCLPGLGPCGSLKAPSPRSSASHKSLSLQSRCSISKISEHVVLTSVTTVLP
CHT PAM: CHT positive allosteric modulators, primary screen, cell-based, membrane potential dye, choline EC20; CHT-expressing cells; hits give high values; LV-AA mutant CHT in HEK293 cells; 0.49% of 310,000 active; B-score at 10 µM; AID 488977, 2010;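 active = initial fluorescence not abnormally high and integrated response B-score, plate-corrected, over 3 SD above library mean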
Target sequence (Q9GZV3 whole entry, looked up): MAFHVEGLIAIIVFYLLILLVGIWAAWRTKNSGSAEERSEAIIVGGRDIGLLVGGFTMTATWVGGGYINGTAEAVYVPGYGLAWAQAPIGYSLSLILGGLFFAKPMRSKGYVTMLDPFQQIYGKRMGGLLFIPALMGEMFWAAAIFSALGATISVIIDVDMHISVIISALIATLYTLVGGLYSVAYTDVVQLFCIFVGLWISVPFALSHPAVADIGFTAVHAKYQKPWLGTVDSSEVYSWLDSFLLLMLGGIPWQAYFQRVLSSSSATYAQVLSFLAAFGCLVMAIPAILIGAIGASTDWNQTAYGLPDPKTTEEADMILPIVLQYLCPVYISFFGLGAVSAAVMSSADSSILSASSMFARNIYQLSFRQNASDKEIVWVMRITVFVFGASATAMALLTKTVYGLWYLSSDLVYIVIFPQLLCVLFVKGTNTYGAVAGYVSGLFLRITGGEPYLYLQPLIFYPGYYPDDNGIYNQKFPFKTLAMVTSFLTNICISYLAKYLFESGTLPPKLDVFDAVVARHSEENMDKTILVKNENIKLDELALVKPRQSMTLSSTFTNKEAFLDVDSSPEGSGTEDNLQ
Active calls of the source: *; i = inactive; x = not tested or not shown.

The line under a structure holds: OX1R antag, CHT PAM
> C=CCN(CC=C)C(=O)CN1C(=O)NC(C)(c2ccc3cc(OC)ccc3c2)C1=O (centres undefined)
 : -20, i
> Cc1ccc(OCCn2nnc3ccccc32)cc1C
 : -15, i
> Cc1ccc2nc(Cl)c(/C=N/NC(=O)CN3CCOCC3)cc2c1
 : -1, i
> CCCC(=O)NC(=S)Nc1cccc(C(C)=O)c1
 : -5, i
> O=C(Nc1cccc(F)c1)Nc1ccnn1C1CCN(C(=O)c2cscn2)CC1
 : 4, i
> COc1cc(C2C(C#N)=C(N)Oc3cc(O)ccc32)cc2c1OCO2 (centres undefined)
 : -3, i
> O=C(CCCN1CCC(NC(=O)c2ccccc2)CC1)c1ccc(Cl)cc1
 : -29, i
> COc1ccc(S(=O)(=O)NC(C)C(=O)Nc2cccc([N+](=O)[O-])c2)cc1 (centres undefined)
 : -22, i
> CN(C)C(/C=C/Nc1cccc([N+](=O)[O-])c1)=C(C#N)C#N
 : 5, i
> CCS(=O)(=O)c1ncc(Cl)c(C(=O)Nc2ccccc2OC)n1
 : -8, i
> C=CCNc1ncnc2c1ncn2C1OC(CO)C(O)C1O (centres undefined)
 : -6, i
> CC(=O)Nc1ccc2ccccc2c1
 : 6, i
> COc1cccc(CN(C)C(=O)C2CSC3(C)CCC(=O)N23)c1OC (centres undefined)
 : -9, x
> CN(C)S(=O)(=O)N1CCN(c2ccc(Cl)cc2)CC1
 : -4, i
> CC(C)(C)CC(=O)Nc1cccc(-c2cn3cccnc3n2)c1
 : -8, i
> Cc1ccc(NC(=O)C2Cc3ccccc3CN2C(=O)c2ccccc2)cc1Cl (centres undefined)
 : -42, i
> CN(C)c1cccc(C(=O)Nc2ccc(N3CCOCC3)cc2)c1
 : 5, i
> CC(CCc1ccccc1)NC(=O)Cc1ccccc1 (centres undefined)
 : -15, i
> CCOc1ccc(C(=O)NC2CC(=O)N(c3ccc4c(c3)OCCO4)C2)cc1 (centres undefined)
 : -29, i
> COc1ccc(CS(=O)(=O)c2nc(C)cc(C)c2S(C)(=O)=O)cc1
 : -16, i
> CC(=O)c1ccc(OC(=O)CCc2ccccc2)cc1
 : -6, i
> O=C1[C@@H]2[C@H](C(=O)N1n1cnnc1)[C@H]1C=C[C@@H]2C1
 : 4, i
> O=C(NCC1CCCN(Cc2ccccc2F)C1)c1cccc(C(F)(F)F)c1 (centres undefined)
 : -21, i
> CC(=O)Cc1nsc(NC(=O)c2ccc(COc3ccccc3)o2)n1
 : -2, i
> CC1=C(C(=O)OC(C)C)C(c2ccccc2)NC(=O)N1C (centres undefined)
 : -29, i
> CC(NC(=O)CSc1n[nH]c(=O)n1C1CC1)C12CC3CC(CC(C3)C1)C2 (centres undefined)
 : -8, i
> CC(C)=CC(=O)O[C@@H]1Cc2c(ccc3ccc(=O)oc23)OC1(C)C
 : -41, x
> CCOc1ccc2[nH]c(=O)c(CN(CCO)Cc3nnnn3CCc3ccccc3)cc2c1
 : -13, i
> C=CCNC(=O)c1cc(-c2ccc(Br)cc2)on1
 : 18, i
> CCOC(=O)C(C)Sc1nnc(CNC(=O)c2ccc(OC)cc2)n1C1CCCCC1 (centres undefined)
 : -23, i

14 of these compounds in another layout:
compound | OX1R antag | CHT PAM
C=CCN(CC=C)C(=O)CN1C(=O)NC(C)(c2ccc3cc(OC)ccc3c2)C1=O (centres undefined) | -20 | i
Cc1ccc(OCCn2nnc3ccccc32)cc1C | -15 | i
Cc1ccc2nc(Cl)c(/C=N/NC(=O)CN3CCOCC3)cc2c1 | -1 | i
CCCC(=O)NC(=S)Nc1cccc(C(C)=O)c1 | -5 | i
O=C(Nc1cccc(F)c1)Nc1ccnn1C1CCN(C(=O)c2cscn2)CC1 | 4 | i
COc1cc(C2C(C#N)=C(N)Oc3cc(O)ccc32)cc2c1OCO2 (centres undefined) | -3 | i
O=C(CCCN1CCC(NC(=O)c2ccccc2)CC1)c1ccc(Cl)cc1 | -29 | i
COc1ccc(S(=O)(=O)NC(C)C(=O)Nc2cccc([N+](=O)[O-])c2)cc1 (centres undefined) | -22 | i
CN(C)C(/C=C/Nc1cccc([N+](=O)[O-])c1)=C(C#N)C#N | 5 | i
CCS(=O)(=O)c1ncc(Cl)c(C(=O)Nc2ccccc2OC)n1 | -8 | i
C=CCNc1ncnc2c1ncn2C1OC(CO)C(O)C1O (centres undefined) | -6 | i
CC(=O)Nc1ccc2ccccc2c1 | 6 | i
COc1cccc(CN(C)C(=O)C2CSC3(C)CCC(=O)N23)c1OC (centres undefined) | -9 | x
CN(C)S(=O)(=O)N1CCN(c2ccc(Cl)cc2)CC1 | -4 | i

Shown with bars between the fields: entries from further up.
molecule | OX1R antag | CHT PAM
C=CCNc1ncnc2c1ncn2C1OC(CO)C(O)C1O (centres undefined) | -6 | i
CN(C)C(/C=C/Nc1cccc([N+](=O)[O-])c1)=C(C#N)C#N | 5 | i

Next records
The line under a structure holds: OX1R antag, CHT PAM
> Cn1cnnc1SCC(=O)N1CCN(C(=O)c2ccco2)CC1
 : 13, i
> Cc1ccc(Nc2ccc(C(N)=O)cc2[N+](=O)[O-])cc1C
 : -14, i
> CC(C)NC(=O)CN1CCN(c2ncccn2)CC1
 : -13, i
> O=[N+]([O-])c1ccc(-c2cnc(SCc3ccccc3Cl)[nH]2)cc1
 : 22, i
> Cc1ccccc1CSCC(=O)c1c(N)n(C)c(=O)n(C)c1=O
 : -4, i
> CCC1=C(OC(=O)N(CC)CC)N2C(=O)OC(=NCC(=O)OC)[C@]2(Cc2ccccc2)[C@H]2C1=CC[C@H]1C(=O)N(C)C(=O)[C@H]12
 : -29, i
> Cc1cccc(NC(=O)CN2C(=O)C(C)Oc3ccccc32)n1 (centres undefined)
 : -20, i
> O=C(C/C(=N\NC(=O)c1ccccc1Br)C(F)(F)F)c1cccs1
 : 11, i
> O=C1N(Cc2cccc(Cl)c2)C[C@@H]2C[C@@H](c3c[nH]c4ccccc34)N3CCC[C@@]123
 : -14, i
> COc1cc(NC(=O)Cn2nc(C(F)(F)F)c(Br)c2C)cc([N+](=O)[O-])c1
 : 6, i
> Cc1nc(Cl)sc1C(=O)Nc1cc(F)cc(F)c1
 : -17, i
> CCCC(=O)NC1C2CC3CC(C2)CC1C3 (centres undefined)
 : 0, i
> CCCC(=O)Nc1nnc(CCOC)s1
 : -17, i
> O=C(NCCCn1ccnc1)c1ccc(N2CCCCC2)c([N+](=O)[O-])c1
 : -11, i
> CCCC(=O)N(Cc1cccnc1)c1nc2c(OC)ccc(Cl)c2s1
 : -16, i
> Cc1ccc(NC(=S)NNC(C)(C)C)cc1
 : 4, i
> O=C(Oc1c(Cl)cc(Cl)c2cccnc12)c1ccco1
 : 44, i
> O=C1CCCC/C1=N\Nc1ccc(C2CCCCC2)cc1
 : -10, i
> CCOC(=O)c1cn2nc(Oc3cccc(C(F)(F)F)c3)ccc2n1
 : -31, i
> Cc1ccc(S(=O)(=O)N2C[C@@H]3[C@H]4CC[C@H](C4)[C@@H]3[C@@H](C)[C@H]2c2ccco2)cc1
 : 82*, x
> CC(C)c1cc(C(=O)N2CCCC(Nc3ccc(F)cc3)C2)n[nH]1 (centres undefined)
 : -1, i
> COc1ccc(-c2cc3nc(C)c(CCC(=O)N4CCN(c5ccccn5)CC4)c(C)n3n2)c(OC)c1
 : -24, i
> COc1cc(CNCCNC(=O)c2cccs2)cc(OC)c1OC
 : -3, i
> O=C1OC(Nc2ncccn2)c2ccccc21 (centres undefined)
 : -4, i
> O=C(Nc1ccc2oc(-c3ccc(Cl)c(Cl)c3)nc2c1)c1ncn[nH]1
 : -4, i
> COC(=O)c1ccc(C2C(C(=O)Nc3ccccc3C)=C(C)Nc3ncnn32)cc1 (centres undefined)
 : -15, i
> COc1cccc(NC(=O)Nc2ccncc2)c1
 : -6, i
> Cc1c(NC(=O)CCN2C(=O)c3ccccc3C2=O)c(=O)n(-c2ccccc2)n1C
 : -16, i
> Cc1ccc(C(=O)NCC(=O)OCC(=O)N(CC(C)C)c2c(N)n(Cc3ccccc3)c(=O)[nH]c2=O)cc1
 : -2, i
> CCOC(=O)c1sc2nc(C)nc(SCC(N)=O)c2c1C
 : -2, i
> CC1CC(C)CN(CCCNC(=O)CN2C(=O)CSc3ccc(S(=O)(=O)N4CCCCC4)cc32)C1 (centres undefined)
 : -13, i
> CSc1ncccc1C(=O)OCC(=O)Nc1ccc(N2CCOCC2)cc1
 : 20, x
> COc1ccccc1CNc1cc(C)ccc1C
 : -29, i
> O=C(NC1CCCCC1)C(c1ccc(Cl)cc1)N(C(=O)c1cnccn1)c1ccc2c(c1)OCO2 (centres undefined)
 : -28, i
> Nc1ccc(C(=O)C(=O)c2ccc(N)cc2)cc1
 : 6, i
> COc1ccc2cc(C(C)C(=O)NC3CCC(O)CC3)ccc2c1 (centres undefined)
 : -16, i
> CC(C)(C)OC(=O)NC(CCNC=C1C(=O)OC(C)(C)OC1=O)C(=O)O (centres undefined)
 : 12, i
> CCN1CCCC(OC(=O)Nc2ccccc2)C1 (centres undefined)
 : -27, i
> O=C(O)CN(Cc1ccccc1)S(=O)(=O)c1ccc(F)cc1
 : 1, i
> CCOc1ccc2nc(SCC(=O)N3c4ccccc4Sc4ccccc43)sc2c1
 : 5, i
> Brc1ccccc1CN1CCN(Cc2c[nH]c3ccccc23)CC1
 : 4, i
> CCOc1ccccc1OCC(=O)O
 : 5, i
> C/C(CC(=O)Nc1cccnc1)=N\NC(=O)C(C)Oc1ccc(Cl)cc1Cl (centres undefined)
 : -14, i
> CCOC(=O)N1CCN(c2cc(NCCO)c([N+](=O)[O-])c3nonc23)CC1
 : -16, i
> CCCOc1ccc(/C=N/NC(=O)c2ccc3c(c2)OCO3)c(OCCC)c1
 : -19, i
> Cc1cccc(C(=O)Oc2c(Br)cc(Br)cc2/C=N/NC(=O)c2ccncc2)c1
 : -5, i
> COc1ccccc1-c1cc2nc(C)cc(C)n2n1
 : 11, i
> Cc1ccccc1NC(=O)C1CCN(C(=O)N2CCOc3ccccc32)CC1
 : 0, i
> CCCN1C(C)C(C(=O)OCC)=CN(Cc2ccc(Br)cc2)S1(=O)=O (centres undefined)
 : -24, x
> CN(CC(=O)Nc1cccc(F)c1)C(=O)c1ccc(C2SCCS2)cc1
 : -1, i
> COc1ccc(NC(=O)CSc2n[nH]c(-c3ccncc3)n2)cc1Cl
 : -12, x
> Cc1cc(C)c(S(=O)(=O)c2ccccc2)c(OC(=O)c2c(F)cccc2F)n1
 : -14, i
> O=C(NNC(=O)c1ccccc1[N+](=O)[O-])c1ccc(NS(=O)(=O)c2cccs2)cc1
 : 6, i
> CCCCCCCCNC(=O)c1cnsn1
 : 10, i
> CC(C)CCN1CCN(Cc2ccc(N3CCNC3=O)cc2)CC1CCO (centres undefined)
 : -29, i
> O=S1(=O)N=C(Nc2ccc(O)c(CN3CCCCC3)c2)c2ccccc21
 : -8, i
> COc1ccccc1NC(=O)c1cccnc1
 : 1, i
> CCOCCCNC(=O)CN1C(=O)CSc2cc(S(=O)(=O)N3CCCCCC3)ccc21
 : -22, i
> CCCS(=O)(=O)N1CCc2cc(OC)c(OC)cc2C1
 : -13, i
> Cc1ccc2nc(SCn3nnc4ccccc4c3=O)[nH]c2c1
 : -44, i

Going on with the list:
The line under a structure holds: OX1R antag, CHT PAM
> Cc1ccc(-c2n[nH]c(=S)c3ccccc23)cc1
 : -3, i
> C/C(=N\NC(=O)c1ccn(C)n1)c1ccc(NC(=O)C2CCC2)cc1
 : x, i
> O=C(COc1cccnc1[N+](=O)[O-])Nc1ccc2c(c1)OCO2
 : -18, i
> CCOC(=O)C(C(=O)OCC)C(C[N+](=O)[O-])c1ccccc1 (centres undefined)
 : -7, i
> CC(=O)N(CCc1cccc(C)c1)Cc1cc2cc(C)ccc2[nH]c1=O
 : -13, i
> CCCn1c(N)c(C(=O)COC(=O)c2cccc(S(=O)(=O)N3CCOCC3)c2)c(=O)[nH]c1=O
 : -11, x
> Cn1c(Cn2c(=O)sc3ccccc32)nnc1SCC(=O)NCCc1ccccc1
 : -19, i
> CCOC(CNC(=O)Cc1c(C)nc2c(-c3ccccc3)c(C)nn2c1C)OCC
 : -25, i
> Cc1ccc(C(=O)c2ccc(CC(=O)O)n2C)cc1
 : -5, i
> C[C@H](CO)N1C[C@H](C)[C@@H](CN(C)S(=O)(=O)c2cccs2)Oc2c(NC(=O)Nc3ccccc3)cccc2C1=O
 : -30, x
> COc1ccc(N2CC(C(=O)N3CCN(c4ccccc4F)CC3)CC2=O)cc1 (centres undefined)
 : -10, i
> COc1ccc(NC(=O)C2CC(=O)OC2(C)C)cc1 (centres undefined)
 : -10, i
> COc1ccc(C[C@H]2CN3C(=NC[C@@H]3Cc3ccccc3)N2CCNC(=O)CCC2CCCCC2)cc1
 : -16, 9.6*
> CCN1CCN(c2nc3ccccc3nc2NS(=O)(=O)c2ccc(NC(C)=O)cc2)CC1
 : -4, i
> CCOC(=O)Cn1c(=O)c2c(nc3n2CCCN3CCc2ccccc2)n(C)c1=O
 : -13, i
> O=C(COc1ccccc1Cl)Nc1cc(Cl)ccc1Oc1ccccc1
 : -11, i
> C=CCN1C(=NC(=O)COc2ccccc2)SC2CS(=O)(=O)CC21 (centres undefined)
 : -5, i
> C(/C=C/C=C/Nc1ccccc1)=Nc1ccccc1
 : -3, i
> O=C(NCCN1CCOCC1)c1cn(-c2ccccc2)nc1-c1cccs1
 : -18, i
> CS(=O)c1ccccc1COC(=O)Nc1cccc(Cl)c1 (centres undefined)
 : -4, i
> CCc1c(C)c(C#N)c2nc3ccccc3n2c1NCC1CCCO1 (centres undefined)
 : -40, i
> CN(C(=O)c1ccc2c(c1)OCCO2)c1c(N)n(Cc2ccccc2)c(=O)[nH]c1=O
 : -11, i
> O=C(CCC(=O)N1CCN(S(=O)(=O)c2ccc(Cl)cc2)CC1)NCc1ccccc1
 : -18, i
> CCC1CCCCN1CCCNC(=O)CN1C(=O)COc2ccc(S(=O)(=O)N3CCOCC3)cc21 (centres undefined)
 : -3, i
> O=C(c1cc2cc(Cl)ccc2[nH]1)N1CCN(c2ccc(F)cc2)CC1
 : -6, i
> O=C(CC1S/C(=N/N=C/c2cccs2)NC1=O)Nc1ccccc1F (centres undefined)
 : 0, i

High-throughput results deposited in PubChem by several laboratories.
